# TRHR enhancer: allosterically enhances the human TRH receptor; P34981; TRHR cells, fluo-8 calcium fluorescence, EC20 TRH enhancement; AID 493056; 0.66% of 360,000 active; enhancement, % at 2 µM; in the data active means enhancement above about 30%; further: 0% is about no effect
#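 Enhancer read-out: after compound pinning and an initial kinetic agonist-mode read, an EC20 of TRH (10 nM final) was injected and fluo-8 calcium signal (Ex 480/Em 530) followed at 1 s/cycle for 100 cycles in TRHR-expressing cells.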
# D2 antag: antagonists of human D2 dopamine receptor | inhibition, % at 10 µM | AID 485344 | HEK293 TREx D2 cells, calcium flux, dopamine EC80 | 2% of 340,000 active; in the data active means inhibition above about 30%; further: 0% is about no effect
# Target sequence (P14416 whole entry, looked up): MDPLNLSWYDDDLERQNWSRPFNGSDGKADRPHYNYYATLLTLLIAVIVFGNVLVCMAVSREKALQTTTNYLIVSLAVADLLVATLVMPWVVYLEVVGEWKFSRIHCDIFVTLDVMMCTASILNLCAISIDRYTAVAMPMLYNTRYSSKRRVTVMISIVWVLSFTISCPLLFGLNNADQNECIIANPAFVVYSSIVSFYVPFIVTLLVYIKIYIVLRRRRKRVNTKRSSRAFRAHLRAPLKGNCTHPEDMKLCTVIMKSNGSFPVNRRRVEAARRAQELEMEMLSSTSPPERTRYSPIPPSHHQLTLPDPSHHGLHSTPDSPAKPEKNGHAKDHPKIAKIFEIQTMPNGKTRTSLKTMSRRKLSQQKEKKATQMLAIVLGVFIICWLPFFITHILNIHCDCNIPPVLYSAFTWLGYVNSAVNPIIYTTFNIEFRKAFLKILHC
#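 Calcium mobilization kinetics were recorded at 1 s intervals in tetracycline-induced HEK293 T-REx D2 cells, first for 180 s after compound addition and then 180 s after EC80 dopamine.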
# D2 agonist: agonists of human D2 dopamine receptor | P14416 | HEK293 T-REx D2 cells, calcium flux agonist mode | activation, % at 2 µM | 0.53% of 340,000 active;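 active means activation over 3 SD above normal in the single-dose calcium agonist read, cut at about 30% in these data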; further: 0% is about no effect
#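 HEK293 Trex D2 cells, tetracycline-induced, o/n 30 C 5% CO2; no-wash Ca dye, RT 30–90 min; 10-cycle baseline, 23 nl cpd added, kinetic Ca read 180 s; agonist hits = positive Ca response.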
# RXFP1 ag: agonists of human relaxin receptor RXFP1. 0.3% of 370,000 active. Potency, µM (top dose mostly 57.5 µM), for inactives: top-dose activation, actives largely listed as activators. Q9HBX9. HEK293T-RXFP1 cAMP TR-FRET, 30 min; response scale: percent of porcine relaxin response, buffer zero. AID 2676; active means well fitted activation curve with a large enough effect; inconclusive means small, poorly fitted or top-dose-only effect; further: potency means the concentration at half of the fitted maximal effect; on the % scale 0 is the no-effect control and ±100 the full control effect; nearly all actives have a fitted effect of over 60% in size; many of its hits are not listed in these tables
#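 cAMP rise read by TR-FRET after 30 min, 37C compound exposure (up to 58 uM) in RXFP1-transfected HEK293 cells with Ro 20174 present. EC50 from Hill-equation fits, with 29 nM porcine relaxin as 100% and buffer as basal.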
# D2 potentiator: positively modulates the human D2 dopamine receptor allosterically. potentiation, % at 10 µM. 0.34% of 340,000 active. HEK293 T-REx D2, calcium flux, EC20 dopamine potentiation;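 active means potentiation over 3 SD above the plate norm, cut at about 30% in these data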; further: 0% is about no effect
#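 Cells plated with tetracycline inducer and held overnight at 30 C; calcium dye loaded 30–90 min at room temperature; baseline taken, compound added and read 180 s; EC20 dopamine then added and read 180 s.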
# D1 antag: human D1 dopamine receptor antagonism; P21728; HEK293 TREx D1 cells, calcium flux, dopamine EC80; hits give low values; activity change, negative = inhibition, % at 10 µM; 3.2% of 360,000 active; in the data active means activity change below about -30%; further: on the % scale 0 is the no-effect control and ±100 the full control effect
# Target sequence (P21728 whole entry, looked up): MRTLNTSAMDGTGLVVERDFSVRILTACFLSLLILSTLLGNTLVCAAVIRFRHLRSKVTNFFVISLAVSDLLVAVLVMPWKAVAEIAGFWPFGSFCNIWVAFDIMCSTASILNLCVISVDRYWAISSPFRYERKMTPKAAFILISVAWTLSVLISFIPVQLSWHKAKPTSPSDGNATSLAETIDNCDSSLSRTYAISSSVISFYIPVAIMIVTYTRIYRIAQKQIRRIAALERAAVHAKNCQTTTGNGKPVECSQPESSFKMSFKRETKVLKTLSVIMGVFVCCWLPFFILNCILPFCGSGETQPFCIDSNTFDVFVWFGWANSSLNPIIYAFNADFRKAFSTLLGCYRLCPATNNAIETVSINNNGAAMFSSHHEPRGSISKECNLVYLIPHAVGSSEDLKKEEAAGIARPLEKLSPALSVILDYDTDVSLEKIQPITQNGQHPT
#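 Inducible Hek293 Trex D1 cells (tetracycline, overnight, 30 C). Calcium dye 30–90 min RT. Antagonist mode: EC80 dopamine added after 180 s compound read.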
# RXFP1 antag: blocks the human relaxin receptor RXFP1. HEK293-RXFP1, relaxin-stimulated cAMP HTRF, 30 min; hits give low values. 0.59% of 350,000 active. activity change, negative = inhibition, % at 57.5 µM. Q9HBX9;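 active means activity change of -60% or lower, but not beyond a set lower limit; inconclusive means change between -60% and -40%, or beyond the set limit; inactive means change above -40%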; further: on the % scale 0 is the no-effect control and ±100 the full control effect
# D1 agonist: activates the human D1 dopamine receptor; HEK293 T-REx D1 cells, calcium flux, agonist mode; AID 504660; activation, % at 2 µM; 1% of 360,000 active; P21728; in the data active means activation above about 30%; further: 0% is about no effect
#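 Tetracycline-induced HEK293 TREx D1 cells, force-coupled to calcium signalling, were dye-loaded with a no-wash calcium kit. Compound was pin-added after a 10 s baseline. Fluorescence was read kinetically at 1 cycle/s for 180 s, with calcium rises flagged as agonism.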
# D1 PAM: human D1 dopamine receptor positive modulation; P21728; HEK293 TREx D1 cells, calcium flux, dopamine EC20 potentiation; 0.036% of 360,000 active; potentiation, % at 10 µM; in the data active means potentiation above about 30%; further: 0% is about no effect
# * hit, by the source's call; ? = inconclusive; . = not tested or not shown; & = joins results of further samples.
SMILES	D2 agonist	D1 PAM	D2 potentiator	D1 antag	D2 antag	RXFP1 antag	D1 agonist	TRHR enhancer	RXFP1 ag
CC(C)(C)c1ccc2c(c1)OCC(C(=O)O)O2 (stereo not given)	.	1	113*	11	.	-8	0	3	1.4%
Cc1cc(C)cc(C(=O)Nc2c(C(=O)Nc3ccccc3F)oc3ccccc23)c1	-0.9	-1	6	8	.	.	-2	2	?
O=C(CSc1ccc(-c2ccccn2)nn1)Nc1ccccc1	0.2	8	14	-10	-11	1	2	-3	-4.3%
COc1ccc(CCN(Cc2ccc(C(C)C)cc2)S(=O)(=O)c2ccc(S(=O)(=O)N(C)C)cc2)cc1OC	2.0	-5	-6	-10	-3	21	0	7	-0.7%
COc1nnc(-c2ccc(N3CCCCC3)c(NC(=O)c3ccc(C)cc3)c2)c2ccccc12	0.5	1	-9	6	.	.	0	-10	9.3%
CCCCCCN1CC(O)=C(c2nc3ccccc3[nH]2)C1=N	0.7	2	-8	0	-5	-7	1	-2	4.3%
Cc1cc(=O)[nH]c(SCC(=O)NCC2CCCO2)n1 (stereo not given)	0.5	-1	-10	9	34*	9	1	-11	0.4%
CC(NC(=O)CSc1ccccc1C(=O)O)C1CC2CCC1C2 (stereo not given)	2.0	0	7	1	8	0	2	7	-0.6%
Cc1cc(C(=O)N2CCc3c([nH]c4ccccc34)C2c2c(F)cccc2Cl)no1 (stereo not given)	-0.5	1	23	11	5	-24	2	-4	-3.2%
CC1(C)C(=O)Nc2ccccc2N1C(=O)COC(=O)C12CC3CC(CC(O)(C3)C1)C2	-0.3	1	8	2	2	-3	0	2	3.5%
c1ccc(-c2nc3nc4ccccc4nc3n2CC2CCCO2)cc1 (stereo not given)	-0.4	-2	-6	5	10	9	0	8	6.9%
CN1CCN(Cc2c(O)ccc3c(=O)c(Oc4ccccc4Cl)c(C(F)(F)F)oc23)CC1	1.4	-8	-12	-14	19	-31	5	-5	1.7%
COc1ccc(OC2C(=O)N(c3ccc(C)c(C)c3)C2c2ccc(OC)c(OC)c2)cc1 (stereo not given)	54*	-11	-22	3	1	-7	3	-1	-1.4%
CCCC(=O)Nc1nnc(/C=C/c2ccc(OC)cc2)s1	-0.1	-4	-1	9	14	-12	1	0	0.1%
NC(=O)c1c(NC(=O)C2COc3ccccc3O2)sc2c1CCN(Cc1ccccc1)C2 (stereo not given)	42*	-1	-3	-25	-2	-97*	105*	1	5.8%
O=C(NCCCN1CCOCC1)C(=O)N/N=C/c1c(Cl)cccc1Cl	0.0	3	-7	10	-24	-17	1	1	0.5%
COc1ccc(C(=O)N2CCC(=O)N(C(CO)Cc3ccccc3)CC2)cc1 (stereo not given)	-0.5	-2	11	8	-1	.	-3	2	-0.7%
CN1C(=O)c2ccc(NC(=O)CCS(=O)(=O)c3ccccc3)cc2C1=O	.	0	.	3	.	-8	2	2	8.6%
COc1ccc(S(=O)(=O)Nc2c(C)ccc3nsnc23)cc1OC	.	-2	.	-14	.	0	2	-1	0.1%
O=C(CSc1nc2ccccc2[nH]1)NCc1ccc2c(c1)OCO2	0.0	4	-5	18	-9	.	0	23	0.7%
Cc1ccc(-n2c(O)c(C=Nc3ccc4c(c3)OCO4)c3ccccc3c2=O)cc1C	0.1	-4	6	12	19	4	1	20	4.2%
CC(=O)N1CCc2cc(S(=O)(=O)CCC(=O)NCCc3ccccc3)ccc21	0.3	10	9	-5	-4	0	3	6	4.9%
COc1ccc(CC(=O)NC(CC(=O)O)c2ccc(OC)cc2)cc1 (stereo not given)	-0.3	0	-5	4	36*	-8	5	-4	0.2%
O=C(CC12CC3CC(CC(C3)C1)C2)NC(=S)NCc1ccco1	1.3	9	1	.	-12	-5	0	0	0.6%
COc1cc(OC)cc(C(=O)NCCSC2CCCCC2)c1	-1.3	-2	-7	-1	14	-4	7	-4	-1.8%
O=S(=O)(c1ccc2c(c1)CCN2)N1CCCCCC1	-0.2	-3	-13	-9	.	-2	3	3	0.4%
O=C(Nc1cccc(S(=O)(=O)NC2=NCCCCC2)c1)c1cc(-c2ccccc2)nc2ccccc12	-0.4	-5	2	-13	-8	12	14	8	-0.8%
COc1cccc(N(CC(=O)N2CCN(C)CC2)S(=O)(=O)c2ccc(C)cc2)c1	0.0	-2	-8	4	20	-1	2	2	-0.5%
Cc1ccc2nc(NC(=O)CNS(=O)(=O)c3ccc(Br)s3)sc2c1	1.9	15	15	-10	6	4	2	-2	-1.1%
Cc1cc(C)c(-c2c(O)c3cnn(-c4ccccc4)c3[nH]c2=O)c(C)c1	-7.2	0	4	-3	-7	-9	2	0	-0.3%
CC(=O)N1CCc2cc(S(=O)(=O)NCCC(=O)NCCc3ccccc3)ccc21	0.3	-1	3	0	-12	-6	1	3	-1.9%
Cc1c(Cl)cccc1NC(=O)CCCCCN1C(=O)CCC1=O	1.0	2	.	-23	18	-13	-1	-2	1.0%
CC1CCCN(C(=O)COC(=O)Cc2c(F)cccc2Cl)C1 (stereo not given)	1.4	-4	-5	-5	2	-2	2	-1	-2.0%
O=C(C[n+]1ccc(CCSc2ccc(F)cc2)cc1)c1ccccc1	0.0	-1	-7	-19	4	-8	3	1	1.6%
CN(CC1CCOCC1)C(=O)CC1C(=O)NCCN1Cc1cccc(F)c1 (stereo not given)	.	1	.	40	.	-3	4	3	-1.2%
Cc1ccc2nc3sc(C(=O)N4CCOCC4)c(N)c3cc2c1	2.1	-5	1	-25	-7	4	5	3	1.2%
COc1cccc(CNC(=O)COC(=O)CN(C)S(=O)(=O)c2ccc(NC(C)=O)cc2)c1	.	-4	14	-7	.	-9	4	0	-0.5%
COc1ccccc1N1CCN(S(=O)(=O)c2c(C)nc3sccn3c2=O)CC1	0.5	-2	-5	-3	.	7	-1	11	15%
CC(C)(C)NC(=O)CN(C(=O)c1snc(C(=O)NC2CCCCC2)c1N)c1ccccc1F	0.2	-2	-13	0	22	-35	4	-9	-1.9%
CC(CNC(=O)CCn1c(=O)c2cccn2c2ccc(F)cc21)c1ccccc1 (stereo not given)	-0.3&1.1	4&-1	11	19&5	-26	-11&-24	2&-2	9&2	-0.9%&1.1%
Cc1ccnn2c(-c3ccccc3)c3c(=O)n(C)c(=O)n(C)c3c12	0.2	0	5	5	7	.	2	6	0.0%
O=C(CN1CCCCC1)N1N=C(c2cccs2)CC1c1cccs1 (stereo not given)	-0.4	-9	-1	6	-11	-1	1	1	0.8%
COc1cccc(CNn2c(-c3cccc(C)c3)nc3ccccc3c2=O)c1	0.9	-4	9	8	-7	3	5	37*	4.2%
CCOC(=O)COn1c2c(c3c4no[n+]([O-])c4ccc31)CCCC2	0.3	-9	4	7	4	-24	3	-3	2.3%
O=C(Nc1ccc(Cl)cc1)Nc1ccon1	0.5	-7	-16	-24	1	-7	17	1	2.7%
CC(C)(C)Sc1ccc2nc3c(n2c1)CCCC3	-0.9	-6	12	9	1	4	12	4	-0.4%
CC(=O)Oc1ccccc1C(=O)Oc1ccc(/C=N/n2cnnc2)cc1	0.5	-1	0	7	-4	1	2	21	2.1%
O=C(CN1CCCCC1)Nc1ccc(NC(=O)c2ccccc2Cl)cc1Cl	2.9	0	10	-5	3	.	0	0	-0.2%
COCCNC(=O)c1cn(C)c2ccccc2c1=O	0.2	-7	9	-10	-2	7	3	-1	1.3%
C/C(CC(=O)Nc1ccc2c(c1)OCCO2)=N\NC(=O)C(=O)Nc1ccccc1C	-1.5	-2	-6	14	32*	6	0	-6	-0.1%

# The list goes on.
SMILES	D2 agonist	D1 PAM	D2 potentiator	D1 antag	D2 antag	RXFP1 antag	D1 agonist	TRHR enhancer	RXFP1 ag
Cc1ccc(OCc2nc(C#N)c(NCCc3ccccc3)o2)cc1	-0.3	-4	-4	5	.	-27	0	2	2.3%
O=S(=O)(c1ccc(N2CCN(CCO)CC2)nc1)N1CCOCC1	1.0	4	-11	13	-5	-8	0	0	-0.3%
Cc1cc(C)c2cc(CN(CCO)C(=O)Nc3ccc(F)cc3)c(=O)[nH]c2c1	2.2	-5	.	-6	-17	-1	-1	-5	-0.2%
Cc1cc(OCC(=O)NCCCN2CCOCC2)c2c(C)cc(=O)oc2c1	0.6	-8	9	-21	-1	-19	2	2	0.8%
Cc1[nH][nH]c(=O)c1C(c1ccccc1[N+](=O)[O-])C(C#N)C#N (stereo not given)	0.9	-1	5	7	-15	-27	3	-3	2.7%
Cc1ccccc1C(=O)c1cccn1CC(=O)NCCC1=CCCCC1	.	1	.	7	.	1	3	0	0.8%
Cc1cccc(NC(=O)Cn2c(C)c(C#N)c3ccccc32)c1C	-0.4	-4	-4	2	-16	9	2	3	3.2%
Nc1nonc1OCCOCCOCCOc1nonc1N	-0.4	4	11	0	-17	-6	3	6	-2.3%
CCc1noc(C)c1C(=O)Oc1ccc(N(C)S(=O)(=O)c2ccc(C)c(C)c2)cc1	0.8	9	4	-10	-6	-9	12	-1	3.1%
COc1ccc(/C=N/NC(=O)c2cc(-c3ccc4c(c3)OCO4)n[nH]2)cc1OC	-0.7	-3	-7	-24	-23	-7	3	2	0.1%
CCOc1ccc(NC(=O)c2nnn(-c3ccc(F)c(Cl)c3)c2C)cc1	1.3	0	3	-3	.	-5	1	-1	-2.9%
CC(/C=N/Nc1nc(C)cc(=O)[nH]1)=C\c1ccccc1	0.0	-1	18	1	5	-3	-3	3	1.8%
O=C(NCc1ccc(-c2csnn2)cc1)c1cccs1	-0.2	-2	-5	5	-14	-25	3	2	0.3%
Cc1ccc(N2C(N)=C(C#N)C(c3cccnc3)C3=C2CCCC3=O)cc1 (stereo not given)	3.0	4	-7	3	-2	0	1	-9	-0.2%

# Some of the entries so far, with values under each structure:
# Values run as follows: D2 agonist, D1 PAM, D2 potentiator, D1 antag, D2 antag, RXFP1 antag, D1 agonist, TRHR enhancer, RXFP1 ag
Cc1[nH][nH]c(=O)c1C(c1ccccc1[N+](=O)[O-])C(C#N)C#N (stereo not given)
→ 0.9, -1, 5, 7, -15, -27, 3, -3, 2.7%
Cc1ccccc1C(=O)c1cccn1CC(=O)NCCC1=CCCCC1
→ ., 1, ., 7, ., 1, 3, 0, 0.8%
Cc1cccc(NC(=O)Cn2c(C)c(C#N)c3ccccc32)c1C
→ -0.4, -4, -4, 2, -16, 9, 2, 3, 3.2%
Nc1nonc1OCCOCCOCCOc1nonc1N
→ -0.4, 4, 11, 0, -17, -6, 3, 6, -2.3%

# These rows are one share of the data; count on the stated rates, not on these rows.
